Compound activity from PubChem.
PDI turbidity: blocks human protein disulfide isomerase activity; P07237; PDI insulin aggregation turbidity, A650, 90 min; inhibition, % at 10 µM; 350,000 tested, 0.052% active;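 active = mean inhibition across replicates of 30% or more, whatever share of single replicates reach that level; inconclusive = mean inhibition below 30% while every single replicate reaches 30%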;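 note: absorbance from insulin aggregation driven by PDI reduction with DTT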
Target sequence (P07237 whole entry, looked up): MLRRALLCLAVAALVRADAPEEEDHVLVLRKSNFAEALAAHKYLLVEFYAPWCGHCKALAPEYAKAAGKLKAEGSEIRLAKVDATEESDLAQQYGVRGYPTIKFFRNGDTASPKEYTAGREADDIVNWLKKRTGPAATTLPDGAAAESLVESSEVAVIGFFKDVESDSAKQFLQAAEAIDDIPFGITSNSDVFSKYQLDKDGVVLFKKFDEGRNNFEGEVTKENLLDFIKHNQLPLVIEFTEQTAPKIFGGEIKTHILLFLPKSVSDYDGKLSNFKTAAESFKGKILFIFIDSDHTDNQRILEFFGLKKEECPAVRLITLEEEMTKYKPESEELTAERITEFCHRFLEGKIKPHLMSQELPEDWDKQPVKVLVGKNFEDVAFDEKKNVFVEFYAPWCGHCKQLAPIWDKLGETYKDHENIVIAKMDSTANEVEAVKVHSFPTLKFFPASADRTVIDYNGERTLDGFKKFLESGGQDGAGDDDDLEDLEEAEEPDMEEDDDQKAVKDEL
CaV13 ICDI inh: Primary screen for inhibitors of IQ motif and Ca2+-dependent inactivation inhibitor domain binding in CACNA1D, Förster resonance energy transfer in living cells, …; inhibition, % at 12.3 µM; AID 743397; 340,000 tested, 0.098% active; HEK cells, CFP/YFP FRET ICDI-IQ, plate reader, 10 min; percent FRET-ratio fall versus neutral wells;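 active = mean replicate inhibition of at least 30% and at least 1% of replicates passing that level; inconclusive = only one of the two criteria is met; inactive = neither criterion is met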;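 note: 0% = median of the neutral control wells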
MC4R barr agon: agonists of human melanocortin 4 receptor (MC4R) beta-arrestin | activation, % at 8.9 µM | U2OS MC4R beta-arrestin complementation, luminescence; percent of melanotan II response, DMSO zero | 360,000 tested, 0.98% active | AID 540308;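 active = activation above a per-plate cutoff, the mean activation of sample wells on that plate plus 3 SD, cut at about 8% in these data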
Target sequence (P32245 whole entry, looked up): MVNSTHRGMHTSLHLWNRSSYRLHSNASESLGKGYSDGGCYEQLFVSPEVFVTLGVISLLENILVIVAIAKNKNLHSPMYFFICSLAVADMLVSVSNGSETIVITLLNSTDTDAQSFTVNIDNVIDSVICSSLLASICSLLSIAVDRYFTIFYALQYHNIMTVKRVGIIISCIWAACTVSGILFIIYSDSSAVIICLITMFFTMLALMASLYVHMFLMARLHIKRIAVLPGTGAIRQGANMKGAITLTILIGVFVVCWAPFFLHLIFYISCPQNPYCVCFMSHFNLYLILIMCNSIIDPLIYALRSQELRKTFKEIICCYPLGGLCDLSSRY
HTR2A ag: agonists of mouse serotonin 5-HT2A receptor (HTR2A); P35363; CHO-K1 mHTR2A beta-arrestin complementation, luminescence; percent of 30 µM serotonin response; activation, % at 7.6 µM; 360,000 tested, 0.66% active; AID 624169;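 active = activation above a run cutoff, the mean activation of all tested compounds plus 3 SD, cut at about 14% in these data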;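 note: 0% = plate median of compound wells and 100% = 30 µM serotonin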
H9c2 protect: protects H9c2 cardiomyocytes from peroxide injury | H2O2 injury protection, ATPLite, 2 h | protection from H2O2 cell death, % at 20 µM | 360,000 tested, 0.63% active | AID 588492;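 active = compounds giving at least 50% protection of heart cells from peroxide-induced death in the single-dose screen, raw or plate-pattern-corrected value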;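 note: 0% = DMSO wells with peroxide and 100% = DMSO wells without peroxide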
ABCB6 inh 2: inhibitors of human ABC transporter ABCB6; 360,000 tested, 0.19% active; K562-ABCB6 porphyrin accumulation, flow cytometry, 1 h; hits give low values; AID 602162; fluorescence ratio to DMSO, % at 10 µM; Q9NP58;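 active = fluorescence ratio to DMSO below 75%, the collection mean minus 3 SD; inconclusive = too few cells collected in the well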;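 note: signal is porphyrin accumulated inside mitochondria; 100% equals median channel fluorescence of DMSO control wells; lower ratio means ABCB6 inhibition with less porphyrin fluorescence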
ABHD5 PLIN5 PPI: ABHD5-PLIN5 protein interaction inhibition; inhibition, % at 4 µM; Q00G26+Q8WTS1; Split G. princeps luciferase complementation, luminescence, 4 h; 360,000 tested, 0.78% active;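 active = inhibition above the mean inhibition across every tested compound plus 3 SD, cut at about 22% in these data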;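 note: 0% = DMSO only wells and the 100% control is not disclosed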
Exocytosis inh: blocks lytic granule exocytosis; TALL-104 LAMP-1 surface exposure, flow cytometry; cells stimulated with thapsigargin and PMA; inhibition, % at 10 µM; 360,000 tested, 0.66% active; AID 651702;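 active = inhibition above about 55%, limit read from the data; inconclusive = no clear call, values can overlap the other calls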
MC4R antag cAMP: antagonists of human melanocortin 4 receptor (MC4R); P32245; MC4R-expressing cells, MTII-stimulated cAMP, LANCE TR-FRET; inhibition, % at 6.5 µM; 360,000 tested, 0.48% active; AID 540295;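 active = inhibition above its plate's cutoff, the mean of tested wells on that plate plus 3 SD, cut at about 29% in these data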;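 note: 0% = Melanotan II alone and 100% = Melanotan II plus saturating MCL0020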
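Test system: U2OS cells stably expressing human melanocortin 4 receptor (MC4R); also added: Melanotan II challenge; compound: 6.5 µM single dose; timing: 30-min compound preincubation, 1-h Melanotan II challenge, 1-h detection, room temperature; signal: Eu-cAMP/anti-cAMP TR-FRET, emission 671 nm; repeats: one well per compound, no replicates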
Glyco luc inh: blocks N-linked glycosylation in D54 reporter cells; 360,000 tested, 0.23% active; D54 ERlucT glycosylation luciferase reporter, 24 h; percent of 100 nM tunicamycin response; reporter increase, % at 12.5 µM;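 active = mean luciferase reporter signal, scaled so untreated is 0 and the glycosylation-blocking control 100, at or above a set limit in every replicate; inconclusive = mean reaches the limit but not every replicate does; inactive = mean below the limit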;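 note: luciferase carries N-glycosylation sites so blocking glycosylation raises the light; 0% = median of neutral control wells and 100% = median of 100 nM tunicamycin wells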
Starred values were filed as active, the others as inactive; u = inconclusive; x = not tested or not shown. Compounds were not picked by outcome; about 4.2% have a hit in one of these screens.

The first 5 entries (preview)
SMILES	PDI turbidity	CaV13 ICDI inh	MC4R barr agon	HTR2A ag	H9c2 protect	ABCB6 inh 2	ABHD5 PLIN5 PPI	Exocytosis inh	MC4R antag cAMP	Glyco luc inh
COc1ccc(-c2cc(C(F)(F)F)nc(SCC(=O)Nc3cc(C)on3)n2)cc1OC	-9	x	2.4	1	7	85	-3	1	0	1
COC(CNC(=O)CCCn1nnnc1CN1CCOCC1)c1cccs1 (stereo unspecified)	3	-3	0.8	7	-3	108	-6	-9	12	1
COc1ccc(C(CNC(=O)c2[nH]c(C)c(C(C)=O)c2C)N2CCOCC2)cc1 (stereo unspecified)	-6	-3	-0.1	-4	0	102	-11	2	7	-3
COCC(=O)N/N=C\c1ccccc1OC/C=C/c1ccccc1	-3	-5	-1.7	-7	0	89	-3	1	6	4
CCn1nc(C)c(CN2CCN(Cc3cccc(OC)c3)C(CCO)C2)c1C (stereo unspecified)	2	-7	-2.4	-2	-2	97	-4	0	-4	0

The listing (from the top)
SMILES	PDI turbidity	CaV13 ICDI inh	MC4R barr agon	HTR2A ag	H9c2 protect	ABCB6 inh 2	ABHD5 PLIN5 PPI	Exocytosis inh	MC4R antag cAMP	Glyco luc inh
COc1ccc(-c2cc(C(F)(F)F)nc(SCC(=O)Nc3cc(C)on3)n2)cc1OC	-9	x	2.4	1	7	85	-3	1	0	1
COC(CNC(=O)CCCn1nnnc1CN1CCOCC1)c1cccs1 (stereo unspecified)	3	-3	0.8	7	-3	108	-6	-9	12	1
COc1ccc(C(CNC(=O)c2[nH]c(C)c(C(C)=O)c2C)N2CCOCC2)cc1 (stereo unspecified)	-6	-3	-0.1	-4	0	102	-11	2	7	-3
COCC(=O)N/N=C\c1ccccc1OC/C=C/c1ccccc1	-3	-5	-1.7	-7	0	89	-3	1	6	4
CCn1nc(C)c(CN2CCN(Cc3cccc(OC)c3)C(CCO)C2)c1C (stereo unspecified)	2	-7	-2.4	-2	-2	97	-4	0	-4	0
COC(=O)c1cc(S(=O)(=O)N2CCC(c3cc(OC)ccc3OC)C2)c[nH]1 (stereo unspecified)	-13	-2	-3.1	1	-13	100	5	0	-1	0
COc1ccc(NC(=O)C2CCN(C(=O)C3CC(=O)N(c4ccc(C)cc4)C3)CC2)cc1 (stereo unspecified)	-8	-5	1.0	-1	-3	95	-9	-10	25	-1
COc1ccc(CCNC(=O)Cc2cc(OC)c(OC)cc2Br)cc1OC	-4	-4	-2.6	2	5	98	-1	-1	-3	0
CCOc1ccc(-c2c(C(=O)N/N=C(\C)c3ccccc3OC)nnn2-c2nonc2N)cc1	1	-13	-0.5	10	3	89	8	0	2	-2
Cc1ccccc1OCC(=O)N/N=C/c1ccc(N(C)C)cc1	-6	5	-1.8	0	-14	102	0	2	-4	3
CC1CCCN(c2ccc(C(=O)NCc3cccs3)cn2)C1 (stereo unspecified)	-3	x	0.8	-6	-4	108	0	-4	-2	0
CSc1ccc(S(=O)(=O)NCc2ccc(C)cc2)cc1	0	-7	3.2	-3	-3	99	-9	-4	-8	-1
CC(C)(C)OC(=O)N1CCC(CNC(=O)c2ccccc2)CC1	-4	-5	1.3	11	0	95	16	-4	-2	1
CCN1CCN(CC(=O)Nc2cc(C)on2)CC1	3	-3	1.2	5	9	100	5	-1	-5	-1
Cc1cccc(C(=O)N2CCC(c3nc4ccccc4s3)CC2)c1	3	-2	1.1	-2	-4	105	-3	-4	15	-2
CCC(CC)NC(=O)COC(=O)c1ccc(NS(=O)(=O)c2ccc3c(c2)OCCO3)cc1	-5	-6	-0.6	1	1	98	-2	2	12	0
C[C@H]1C(=O)N(c2ccccc2)[C@@H]1c1ccccc1	-4	-6	-1.1	-4	2	108	-1	-1	9	-2
COc1ccc(C(=O)O/N=C(/c2ccccc2)c2ccncc2)cc1	2	-5	-0.6	1	29	97	1	-2	-10	5
O=c1c2c(O)cc(O)cc2oc2ccc(O)c(O[C@@H]3O[C@H](CO)[C@@H](O)[C@H](O)[C@H]3O[C@H]3O[C@H](CO)[C@@H](O)[C@H](O)[C@H]3O)c12	x	x	-1.1	-1	-1	98	-6	-2	-2	1
Cc1cc(NC(=O)CS(=O)(=O)c2c[nH]c3ccccc23)no1	8	-7	1.8	0	5	98	3	-7	0	2
C=CCn1cc(/C=N/Nc2nc3ccccc3[nH]2)c2ccccc21	2	-3	1.3	-6	-28	92	6	2	4	10
Cc1cccc(CCN=c2c([N+](=O)[O-])nn(-c3ccccc3)n2O)c1	-6	3	2.0	1	-6	100	14	0	-6	0
CN(Cc1ccccc1)c1nc(N)nc(Cl)c1C=O	0	-1	-1.4	-7	-2	96	3	3	34*	-5
O=C(CCc1nc2ccccc2[nH]1)NC1CCCCC1	-2	-6	-0.2	3	2	99	-3	1	-5	-1
OCCCc1nc2ccccc2[nH]1	7	-5	-1.3	3	-2	91	5	-3	4	0
CCOc1ccc(N(CC(=O)Nc2ccc(C)c(C)c2)S(=O)(=O)c2c(C)[nH]c(=O)[nH]c2=O)cc1	2	-6	1.0	0	-2	100	-2	-4	9	0
CN1CCc2c(sc(NC(=O)c3ccc([N+](=O)[O-])o3)c2C(N)=O)C1	1	-2	-7.3	-10	-15	115	9	24	-5	-23
COc1ccc(NC(=O)CSc2cn[nH]n2)c(OC)c1	11	-2	1.1	-1	3	100	4	-7	0	3
COc1ccccc1NC(=O)CN1CCC(n2nnc3cc(F)ccc32)CC1	-4	-5	-0.7	-6	29	97	3	-5	0	-2
CC1CCCN(c2ncnc3c2cnn3-c2ccccc2)C1 (stereo unspecified)	-2	-6	3.2	2	-32	98	-7	2	7	-19
Oc1ccccc1/C=N/Nc1ncc(Br)cn1	-7	-4	-2.7	-8	36	94	4	0	-6	-6
COc1cc(NC(=O)CNc2cccc(S(=O)(=O)N3CCCC3)c2)cc(OC)c1	-1	x	-0.2	3	-6	104	-4	-4	14	2
Cc1cccc(-n2ncc3c2CCCC3NC(=O)c2ccncc2)c1C (stereo unspecified)	4	-5	1.5	10	-25	95	-1	-2	-7	-2
Cc1cccc(NC(=S)N/N=C/c2ccc(Cl)c([N+](=O)[O-])c2)c1	-4	-5	22*	-1	-8	99	-6	-4	18	3
CCc1ccc(NC(=O)CO/N=C(\C)c2cc3ccccc3o2)cc1	-1	0	1.4	-5	-7	97	-5	0	1	-3
CCOC(=O)N1CCN(c2c(N3CCN(c4cc(C)ccc4C)CC3)c(=O)c2=O)CC1	3	-6	-1.6	6	11	94	6	0	1	2
COc1cccc(-n2c(SCC(=O)N3CCc4ccccc43)nnc2-c2c[nH]c3ccccc23)c1	x	-12	-0.5	1	10	90	10	-3	10	-12
CC1(C)CC(NS(=O)(=O)c2ccc(S(N)(=O)=O)cc2)CC(C)(C)N1	3	-4	0.2	-1	-2	94	0	-6	3	1
COc1ccccc1CC(=O)NCCc1ccccc1	7	-5	-1.7	-4	0	101	-4	-2	1	0
CC(C)NCC1CCc2cc(CO)c([N+](=O)[O-])cc2N1 (stereo unspecified)	-2	-5	-0.2	4	-5	99	-2	-3	2	-5
Cc1ccccc1N(C(=O)CCC(=O)Nc1ccccn1)C(C(=O)NC(C)C)c1ccc(O)cc1 (stereo unspecified)	-4	x	2.6	5	25	97	2	-6	-7	0
CC(C)NC(=S)N1CCN(S(=O)(=O)c2cccc(C(F)(F)F)c2)CC1	-10	-5	0.1	1	0	98	0	0	0	0
CCC1(C)Cc2c(sc3c2c(=O)n(C)c2nnc(SCCc4ccccc4)n32)CO1 (stereo unspecified)	0	x	-1.8	1	-2	90	0	-4	5	1
CC1CC(C)CN(c2ncnc3c2cnn3Cc2ccc(Cl)cc2)C1 (stereo unspecified)	-4	-5	0.9	-4	-3	110	-5	0	4	-1
CCCNC(=O)COC(=O)/C=C/c1ccc2c(c1)OCO2	1	-5	-2.1	-4	2	103	-2	5	3	0

Single entries from the list.
For MC4R antag cAMP, `Cc1ccccc1N(C(=O)CCC(=O)Nc1ccccn1)C(C(=O)NC(C)C)c1ccc(O)cc1` (stereo unspecified) is listed with -7
For MC4R antag cAMP, `CCc1ccc(NC(=O)CO/N=C(\C)c2cc3ccccc3o2)cc1` is listed with 1
For ABHD5 PLIN5 PPI, `Cc1cccc(NC(=S)N/N=C/c2ccc(Cl)c([N+](=O)[O-])c2)c1` is listed with -6
For MC4R barr agon, `CCOC(=O)N1CCN(c2c(N3CCN(c4cc(C)ccc4C)CC3)c(=O)c2=O)CC1` is listed with -1.6

Further entries
SMILES	PDI turbidity	CaV13 ICDI inh	MC4R barr agon	HTR2A ag	H9c2 protect	ABCB6 inh 2	ABHD5 PLIN5 PPI	Exocytosis inh	MC4R antag cAMP	Glyco luc inh
COCCNC(=O)C(c1ccco1)N(C(=O)Cn1nnc2ccccc21)c1ccccc1C (stereo unspecified)	-2	-5	-2.5	-3	0	96	-4	0	3	0
Cc1ccc(NC(=O)c2ccc3c(c2)C(=O)N(CC2CCCO2)C3=O)cc1C (stereo unspecified)	0	-5	-1.2	0	-4	99	-2	-4	-4	-1
CC(C)NC(=O)/C(C#N)=C\c1ccc(N(C)C)c(Br)c1	-9	-18	-2.4	-3	3	102	9	-3	-5	4
COc1ccc(OC)c(NC(=O)C2C3C=CC(C3)C2C(=O)NCc2ccccn2)c1 (stereo unspecified)	3	-3	-2.8	0	0	97	1	0	5	3
CC(=C\C(=O)O)/C(=C\c1cccc2ccccc12)C(=O)O	0	0	0.4	2	4	99	-6	8	18	-1
Cc1ccc2nc(-c3ccccn3)c(N)n2c1	x	-4	x	1	-8	95	-5	-2	x	-20
O=C(Nc1ccc2c(c1)OCO2)Oc1ccccc1	6	-5	-0.2	4	-10	106	4	4	2	0
O=S(=O)(c1ccc(Br)cc1)N1CCC2(CC1)OCCO2	0	-6	-1.1	-5	-2	94	0	-1	-3	-2
Cc1cccc(OCC(=O)NCCNC(=O)c2ccncc2)c1	0	-3	-1.1	1	-2	99	10	4	5	3
O=C1c2ccccc2C(=O)N1CCOc1ccccc1Br	1	-2	-3.8	2	-2	95	-2	-4	3	x
COc1ccc(OC)c(S(=O)(=O)NCCC(C)C)c1	0	-5	-1.1	-3	-3	100	-2	2	16	0
O=C(N/C(=C\c1ccc(Br)cc1)C(=O)N1CCOCC1)c1ccco1	2	-4	-1.5	-3	-1	97	-1	u	4	0

Ordered by value in MC4R antag cAMP (rising): three of the compounds above
mol	MC4R antag cAMP
COCCNC(=O)C(c1ccco1)N(C(=O)Cn1nnc2ccccc21)c1ccccc1C (stereo unspecified)	3
O=C(N/C(=C\c1ccc(Br)cc1)C(=O)N1CCOCC1)c1ccco1	4
CC(=C\C(=O)O)/C(=C\c1cccc2ccccc12)C(=O)O	18
